Screening results (PubChem)
HGIII-sPLA2 inh: human group III sPLA2 inhibitors, primary screen, biochemical, QFRET, BODIPY PC-A2 liposome substrate | inhibition, % at 12.2 µM | QFRET BODIPY PC-A2 liposome hydrolysis, fluorescence | 0.56% of 370,000 active | Group 3 secretory phospholipase A2 (Homo sapiens), Q9NZ20;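 active = inhibition above mean plus 3 SD of compounds lying within the high and low control bounds, cut at about 19% in these data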;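 note: 0% = median of test compound wells and 100% = no enzyme DMSO wells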
hgDAF-12 ag: H. glycines DAF-12 receptor agonists, primary screen, cell-based, luminescence, HEK293, GAL4 fusion, UAS-luciferase; Nuclear hormone receptor DAF-12 (Heterodera glycines), GAL4 fusion; HEK293 GAL4-hgDAF12 UAS-luciferase reporter, agonist luminescence; normalized to butyrate control; activation, % at 6.8 µM; 1.8% of 370,000 active;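 active = activation above a cutoff set at the mean of all screened compounds plus 3 SD, cut at about 10% in these data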;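 note: 0% = DMSO wells and 100% = sodium butyrate wells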
ADAM17 inh: ADAM17 inhibitors, primary screen, biochemical, QFRET; Disintegrin and metalloproteinase domain-containing protein 17 (Homo sapiens), P78536; inhibition, % at 6.95 µM; recombinant ADAM17, EDANS/DABCYL FRET peptide cleavage; 0.83% of 370,000 active;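 active = inhibition above the mean of compounds lying between control limits plus 3 SD, set per campaign, cut at about 8.5% in these data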;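 note: 0% = DMSO-only wells as the low control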
PLC-beta3 inh: human PLC-beta3 inhibitors, primary screen, biochemical, fluorescence | AID 720704, 2013 | 1-phosphatidylinositol 4,5-bisphosphate phosphodiesterase beta-3 (Homo sapiens), Q01970 | 0.18% of 370,000 active | inhibition, % at 12.2 µM | Purified PLC-beta3, fluorogenic substrate; in the data active = inhibition above about 11%;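 note: 0% = median of compound wells on plate and 100% = full blocker control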
PLC-gamma1 inh: PLC-gamma1 enzyme inhibitors, primary screen, biochemical, fluorescence, purified enzyme; 0.84% of 370,000 active; 1-phosphatidylinositol 4,5-bisphosphate phosphodiesterase gamma-1 (Homo sapiens), P19174; fluorogenic substrate; inhibition, % at 12.2 µM; in the data active = inhibition above about 9.5%
Target sequence (P19174 whole entry, looked up): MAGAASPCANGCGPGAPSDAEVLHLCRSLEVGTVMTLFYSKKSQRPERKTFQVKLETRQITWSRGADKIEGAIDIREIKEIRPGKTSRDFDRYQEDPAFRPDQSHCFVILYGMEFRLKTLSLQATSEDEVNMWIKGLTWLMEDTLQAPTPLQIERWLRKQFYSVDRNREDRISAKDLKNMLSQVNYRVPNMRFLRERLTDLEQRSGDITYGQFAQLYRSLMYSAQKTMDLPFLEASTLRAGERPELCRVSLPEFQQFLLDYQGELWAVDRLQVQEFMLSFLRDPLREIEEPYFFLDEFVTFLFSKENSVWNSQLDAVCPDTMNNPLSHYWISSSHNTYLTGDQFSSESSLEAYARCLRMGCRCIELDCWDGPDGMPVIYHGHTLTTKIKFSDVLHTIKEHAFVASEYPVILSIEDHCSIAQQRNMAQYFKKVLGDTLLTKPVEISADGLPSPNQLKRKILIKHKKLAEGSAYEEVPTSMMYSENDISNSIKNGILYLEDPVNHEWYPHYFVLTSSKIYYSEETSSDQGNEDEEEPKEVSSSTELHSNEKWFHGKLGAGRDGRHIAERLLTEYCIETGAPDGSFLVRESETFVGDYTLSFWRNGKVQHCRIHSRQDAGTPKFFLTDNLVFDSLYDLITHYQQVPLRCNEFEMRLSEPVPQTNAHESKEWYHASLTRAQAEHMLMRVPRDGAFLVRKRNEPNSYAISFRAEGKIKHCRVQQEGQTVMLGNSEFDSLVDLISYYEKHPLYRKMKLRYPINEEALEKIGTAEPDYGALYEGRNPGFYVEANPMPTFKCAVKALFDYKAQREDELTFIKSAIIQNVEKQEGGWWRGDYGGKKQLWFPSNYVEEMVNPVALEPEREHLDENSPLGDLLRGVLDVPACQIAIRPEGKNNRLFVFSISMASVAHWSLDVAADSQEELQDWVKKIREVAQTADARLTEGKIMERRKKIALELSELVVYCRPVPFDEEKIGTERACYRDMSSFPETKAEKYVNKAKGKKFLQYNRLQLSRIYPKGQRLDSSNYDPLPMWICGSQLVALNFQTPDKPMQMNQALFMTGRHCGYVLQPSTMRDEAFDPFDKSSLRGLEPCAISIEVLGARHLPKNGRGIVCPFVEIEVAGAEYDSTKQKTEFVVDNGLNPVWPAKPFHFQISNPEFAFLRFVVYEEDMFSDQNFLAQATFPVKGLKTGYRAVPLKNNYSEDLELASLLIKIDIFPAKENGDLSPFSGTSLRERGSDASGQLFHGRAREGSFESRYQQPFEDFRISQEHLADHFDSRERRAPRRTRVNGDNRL
DAX1 inh-1: DAX1 (NR0B1) inhibitors, primary screen, cell-based, HEK293, Gal4-DAX1, luciferase luminescence | 0.99% of 340,000 active | AID 504766, 2011 | inhibition, % at 6.75 µM | HEK293 Gal4-DAX1 luciferase reporter;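 active = inhibition above the mean over all tested compounds plus 3 SD, cut at about 4.2% in these data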;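 note: 0% = DAX1-transfected cells with DMSO and 100% = empty-vector control cells with DMSO; inhibition shows as a rise in luminescence from relieved DAX1 repression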
hcDAF12 agonist: H. contortus DAF-12 nuclear receptor activators, primary screen, cell-based, luminescence, HEK293, lit1-tk-luc reporter; AID 652067, 2013; HEK293 hcDAF-12 lit1-tk-luc reporter; 0% DMSO, 100% Δ7-dafachronic acid; 1.4% of 370,000 active; activation, % at 6.8 µM;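 active = activation above the mean of all tested compounds plus 3 SD, cut at about 5.5% in these data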;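 note: 100% = response to 3 µM Δ7-dafachronic acid high control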
ssDAF-12 act: S. stercoralis DAF-12 nuclear receptor activators, primary screen, cell-based, luminescence, HEK293, GRIP1 co-expression, lit1-tk-luc | Nuclear hormone receptor DAF-12 (Strongyloides stercoralis) | HEK293 ssDAF-12/GRIP1 lit1-tk-luc reporter; % of 3 µM dafachronic acid response | activation, % at 6.8 µM | 1% of 370,000 active | AID 652126, 2013;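 active = activation above the mean over all tested compounds plus 3 SD, cut at about 0.9% in these data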;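 note: 0% = DMSO-only wells and 100% = 3 µM delta7-dafachronic acid wells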
GAA850 FXN act: FXN promoter activators, primary screen, cell-based, luciferase luminescence, HEK293 lucGAA850 | HEK293 lucGAA850 FXN promoter luciferase reporter, 24 h; percent of 10 µM SAHA response | activation, % at 6 µM | 0.56% of 360,000 active;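 active = activation above the average of all compounds screened plus 3 SD, cutoff fixed separately per campaign, cut at about 7.5% in these data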;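 note: 0% = DMSO wells and 100% = 10 µM SAHA wells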
DAX1 inh-2: DAX1 (NR0B1) inhibitors on StAR promoter, primary screen, cell-based, luminescence, SF-1 (NR5A1), full-length DAX-1; HEK293T StAR-luciferase reporter, SF-1/DAX-1 repression relief; inhibition, % at 6.8 µM; 1.1% of 370,000 active; AID 652010, 2013;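 active = inhibition above the mean over all tested compounds plus 3 SD, cut at about 3.6% in these data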;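 note: 0% = DAX-1 cells with DMSO and 100% = cells lacking DAX-1 with DMSO; higher inhibition means more luminescence from relief of DAX-1 repression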
ADAM10 inh: human ADAM10 inhibitors, primary screen, biochemical, QFRET, HTS; Disintegrin and metalloproteinase domain-containing protein 10 (Homo sapiens), O14672; 0.62% of 370,000 active; recombinant ADAM10, EDANS/DABCYL FRET peptide cleavage, 3 h; inhibition, % at 7 µM; AID 720582, 2013;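 active = inhibition above a per-campaign cutoff equal to the mean of compounds falling between control-based bounds plus 3 SD, cut at about 20% in these data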;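 note: 0% = DMSO wells while the 100% control is not disclosed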
* hit, by the source's call; i = inactive; x = no result given.

SMILES | HGIII-sPLA2 inh | hgDAF-12 ag | ADAM17 inh | PLC-beta3 inh | PLC-gamma1 inh | DAX1 inh-1 | hcDAF12 agonist | ssDAF-12 act | GAA850 FXN act | DAX1 inh-2 | ADAM10 inh
COc1ccc(C2Nc3ccccc3C(=O)N2NS(=O)(=O)c2ccccc2)cc1 (centres undefined) | 1 | 1.1 | -60 | -118 | -110 | 0.0 | 0.8 | -1.7 | 2.0 | 0.1 | -163
CCOC(=O)CNC(=O)CSc1nc(C(C)C)nc2c1cnn2-c1ccccc1 | 6 | 2.5 | -1 | 1 | -1 | 4.0 | -1.5 | -0.8 | -0.9 | -1.2 | -15
CCN(CC(=O)NC1CCS(=O)(=O)C1)C(=O)COc1ccccc1-c1ccccc1 (centres undefined) | 4 | 0.4 | -2 | 2 | 1 | -0.3 | -1.1 | -1.2 | -0.3 | -0.6 | 4
C[C@H](CO)N1C[C@H](C)[C@H](CN(C)C(=O)c2ccccn2)Oc2cc(C#Cc3ccc(F)cc3)ccc2S1(=O)=O | -15 | -3.5 | -3 | -8 | -2 | -0.7 | -0.8 | -0.9 | -0.7 | -1.7 | -7
COc1ccc(C2C(C#N)=C(N)N(N(C)C)C3=C2C(=O)CC(C)(C)C3)cc1 (centres undefined) | 1 | 0.8 | -5 | -10 | 0 | 1.5 | -0.9 | -1.0 | -0.8 | 0.1 | -5
Cc1c(C(=O)N2CCN(c3ncccn3)CC2)oc2ccc(F)cc12 | 3 | -1.6 | -4 | -6 | -3 | 0.3 | -1.5 | -1.6 | 2.3 | -1.0 | -20
Cc1ccc(/C=N/NC(=O)C[n+]2ccccc2)o1 | 4 | -2.3 | -2 | -6 | -1 | 2.4 | -0.3 | -1.5 | -0.1 | 0.3 | -1
C[C@H](CO)N1C[C@H](C)[C@H](CN(C)C(=O)Nc2ccc(F)cc2)OCc2ccccc2-c2c(n(C)c3ccccc23)C1=O | -21 | -4.5 | -1 | -1 | 7 | 0.2 | -3.0 | -1.4 | 14* | -1.2 | 8
c1coc(Cn2c(-c3ccco3)nc3ccccc32)c1 | -2 | 2.8 | -9 | -17 | -13 | 1.3 | 0.4 | 0.1 | 4.1 | 0.3 | -32
C=CCn1c(SCc2ccccc2Cl)nnc1-c1sc2nc(C)cc(C)c2c1N | 9 | -1.4 | -51 | i | -477 | 0.4 | -3.1 | -2.1 | 1.2 | -0.4 | -95
CN(C)/C=C1/C=C(C=O)OC1=O | 1 | 2.7 | -4 | -5 | 3 | -0.7 | -1.7 | -0.5 | 0.3 | 0.5 | -7
C=C(C)CNC(=S)N/N=C/c1ccco1 | 14 | -4.1 | -4 | -4 | 2 | 0.5 | -2.5 | -0.8 | 3.8 | -0.2 | 0
C[C@H](NC(=O)C1CCN(S(=O)(=O)c2ccccc2)CC1)C(=O)NCc1ccccn1 | 3 | -2.6 | -3 | -5 | -2 | -0.2 | -2.5 | -0.8 | -1.4 | 0.5 | -6
COC(=O)[C@]12CCCCC=C1N(Cc1ccc(OC)cc1)C(=O)[C@@H]2CC(=O)NCc1ccc(C)o1 | -16 | -1.8 | -2 | 2 | 2 | x | -2.4 | -0.9 | x | -1.1 | 3
Cc1c(CNC(=O)C2CC2)c(-n2cccc2)n(Cc2ccccc2)c1C | 9 | -3.1 | -5 | -6 | 1 | 1.5 | 1.3 | -2.1 | 1.4 | -0.5 | -7
O=C1CC(N(C(=O)c2ccco2)c2ccc(F)cc2)C(=O)N1c1ccc(F)cc1 (centres undefined) | 1 | 0.8 | -2 | 5 | -1 | 0.5 | -0.3 | -1.2 | -0.8 | 0.5 | -3
Nc1c(SCCC(=O)O)ccc2c1C(=O)c1ccccc1C2=O | 0 | 0.0 | 2 | -3 | 0 | 0.5 | 1.5 | -1.1 | -0.1 | 0.4 | 2
COc1ccc(C(=O)CSc2nnnn2Cc2ccccc2)cc1 | -45 | -0.7 | 2 | 3 | 0 | -0.5 | -0.4 | -1.5 | 0.7 | -0.6 | 7
OCCCNc1cc(-c2ccccc2)nc2cc(-c3ccc(F)cc3)nn12 | -4 | -2.6 | -283 | i | -456 | 0.3 | -1.8 | -1.6 | -0.6 | -0.6 | i
C=C1CCC2C(C)(C)CCC[C@]2(C)[C@H]1CC1=C(O)C(=O)C(CO)=CC1=O (some centres undefined) | 13 | -14 | -4 | -3 | -4 | x | -6.3 | -1.4 | x | -7.0 | 6
Cc1cc(C)c(S(=O)(=O)n2nc(C)c(Br)c2C)c(C)c1 | 19* | -1.8 | 0 | -7 | -1 | -0.9 | 1.4 | -1.9 | -2.3 | -0.2 | 2
CCOC(=O)Cn1c2c(c(-c3ccccc3OC)cc1=O)CCCC2 | 1 | -1.4 | -2 | -3 | 2 | 0.3 | 1.5 | -1.6 | 1.1 | -1.2 | -2
CCOC(=O)C1CCN(C(=O)CN(c2ccc(OC)cc2)S(=O)(=O)c2c(C)noc2C)CC1 | -1 | -0.2 | -1 | 1 | -1 | 3.9 | -0.9 | -1.4 | -1.7 | -0.6 | -5
COc1ccc(NCC(=O)n2c(C)c(C)c3ccccc32)cc1OC | 5 | 2.0 | -4 | -13 | -5 | 2.1 | 2.1 | -0.2 | 1.8 | 0.2 | -5
O=C(COC(=O)c1ccc(O)cc1O)c1ccc2c(c1)OCO2 | -1 | 2.7 | -6 | -6 | -1 | 0.4 | 1.1 | -0.6 | 0.7 | -0.1 | -1
(list continues)
SMILES | HGIII-sPLA2 inh | hgDAF-12 ag | ADAM17 inh | PLC-beta3 inh | PLC-gamma1 inh | DAX1 inh-1 | hcDAF12 agonist | ssDAF-12 act | GAA850 FXN act | DAX1 inh-2 | ADAM10 inh
COC(=O)Cn1nc(C)c2ccccc2c1=O | -1 | 0.7 | -3 | -2 | 1 | -0.4 | -0.9 | -1.3 | -0.4 | 1.2 | -4
COc1ccc(-c2cc3nc(NCc4ccc(C)cc4C)n(C)c(=O)c3s2)cc1OC | -3 | 1.7 | -4 | -6 | -1 | x | -2.0 | -1.1 | -0.2 | -1.2 | -32
CN1CCN(C(=O)CN(c2cccc(Br)c2)S(=O)(=O)c2ccccc2)CC1 | -3 | 1.8 | 0 | -1 | 8 | -0.1 | 1.1 | -1.2 | 0.8 | 0.0 | 6
Cc1ccc(S(=O)(=O)N(c2ccc(Br)cc2)C2C=CS(=O)(=O)C2)cc1 (centres undefined) | -12 | -2.0 | 1 | -8 | -2 | 1.5 | -0.6 | -0.4 | -0.8 | -0.5 | 0
O=C(Nc1ccc(F)c(Cl)c1)c1ccc2c(=O)n3c(nc2c1)CCCCC3 | -2 | 0.9 | 2 | 0 | 1 | -2.6 | 0.4 | -2.1 | 1.2 | -1.8 | 5
COc1ccc(CNC(=O)C2CCN(S(=O)(=O)N3CCCCC3)CC2)cc1 | 4 | 1.2 | 2 | -5 | 4 | -0.2 | 1.4 | -0.8 | 3.4 | 0.4 | 4
COc1ccc(C(=O)NNC(=O)c2cccc(S(=O)(=O)N3CCOCC3)c2)cc1 | 1 | 2.8 | 3 | -1 | 3 | -0.1 | 2.9 | -1.2 | 0.9 | -0.1 | -1
N#Cc1c(NCCN)nc(-c2ccco2)c2c1CCCC2 | 8 | 1.2 | -42 | -217 | -168 | -0.5 | -0.4 | -1.0 | 0.7 | -1.1 | -132
CC1(C)COC(c2cccn2Cc2ccccc2Cl)=N1 | 4 | 0.1 | 2 | 6 | 7 | 5.3* | 0.5 | -1.0 | -0.2 | -0.1 | 4
Cc1ccc(Cn2nc(C)cc2C(=O)Nc2ccc(Cl)cc2)cc1 | -14 | 0.3 | 2 | -2 | 3 | x | -1.6 | -1.1 | 3.3 | 0.0 | 18
CCCCCc1nc2c(=O)n(C)c3ccccc3c2o1 | -3 | 4.2 | -1 | 1 | -2 | -1.4 | -0.1 | -0.7 | 6.7 | 0.3 | 1
Cc1ccccc1C(=O)NC1CC2CCCC(C1)N2Cc1ccccc1 (centres undefined) | 1 | 6.1 | 2 | 0 | 3 | 2.9 | -0.6 | -1.2 | 0.1 | 0.8 | -6
CC(=O)N/C(=C\c1ccccc1)C(=O)OCC(=O)N(C)C1CCS(=O)(=O)C1 (centres undefined) | -1 | 0.6 | -2 | 0 | 2 | 1.9 | 1.3 | -0.8 | -0.8 | 0.6 | -5
Cc1nc2ccc(-c3nc4ccc(N)cc4[nH]3)cc2[nH]1 | 2 | 6.0 | i | i | i | 0.3 | -0.8 | -0.3 | 1.6 | -0.9 | i
O=c1cc(-c2ccc(O)cc2)oc2c([C@@H]3O[C@H](CO)[C@@H](O)[C@H](O)[C@H]3O)c(O)c([C@@H]3O[C@H](CO)[C@@H](O)[C@H](O)[C@H]3O)c(O)c12 | 2 | 3.5 | -3 | -6 | -3 | 1.7 | 3.6 | -0.2 | 2.6 | 0.8 | -2
CCC(C)N(C)Cc1cccc(C2(O)CCN(S(=O)(=O)c3ccc(F)cc3)CC2)c1 (centres undefined) | 4 | 0.9 | -4 | 3 | 1 | 0.1 | 4.2 | -0.8 | -0.6 | -0.2 | 6
C[C@]12c3[nH]c4ccc(Cl)cc4c3CCN1C(=O)[C@@H](CC(=O)NCC13CC4CC(CC(C4)C1)C3)C[C@@H]2C(=O)N1CCOCC1 | -18 | -1.9 | 5 | 4 | 3 | -1.1 | -2.0 | -1.2 | -2.5 | -0.4 | 10
CC1CN(Cc2ccccc2)C(=O)NC1=O (centres undefined) | 11 | 1.1 | -5 | 0 | 2 | 1.5 | -0.2 | -0.7 | 0.3 | 0.3 | -10
O=C(COc1ccc(F)cc1Cl)Nc1cc(S(=O)(=O)N2CCOCC2)ccc1N1CCCCC1 | 0 | 1.4 | -1 | -7 | 1 | -1.1 | -1.0 | -0.2 | 3.4 | 0.3 | -8
NC(c1ccccc1)c1csc(Nc2ccc(C(=O)c3ccccc3)cc2)n1 (centres undefined) | 6 | -3.3 | -7 | -127 | -88 | x | -0.3 | -1.1 | -0.3 | 0.6 | -21

Compounds as they come, and some 6.9% of all compounds hit somewhere here.
